# Bioassay records: PubChem BioAssay, The Scripps Research Institute Molecular Screening Center
# EBNA-1 inh = EBNA-1 DNA-binding inhibitors, primary screen, biochemical, fluorescence polarization. inhibition, % at 14.8 µM. AID 1950, 2009. 300,000 tested, 0.34% active; in the data active = inhibition above about 28%
# GSTO1 inh = inhibitors of recombinant GSTO1, primary screen, counter-screen for RBBP9 inhibitor project, biochemical, fluorescence polarization. Glutathione S-transferase omega-1 (Homo sapiens), P78417. activity-based probe fluorescence polarization. inhibition, % at 5.96 µM. 300,000 tested, 1.1% active. AID 1974, 2009;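 active = inhibition above the campaign mean inhibition plus 3 SD, cut at about 35% in these data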;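 note: 0% = GSTO1-1 with DMSO and 100% = wells lacking GSTO1-1 enzyme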
# LYPLA1 counter = LYPLA1 inhibitors, primary screen, counter-screen for PME1 inhibitor project, biochemical, fluorescence polarization, FP-Rh probe ABPP | Acyl-protein thioesterase 1 (Homo sapiens), O75608 | recombinant LYPLA1 | inhibition, % at 5.9 µM | 320,000 tested, 0.16% active;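 active = inhibition above the mean of all tested compounds plus 3 SD, set per campaign, cut at about 14% in these data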;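 note: inhibitors block serine hydrolase probe labeling of LYPLA1 so polarization falls; 0% = enzyme with DMSO and 100% = wells lacking LYPLA1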
# ZTA DNA inh = counter-screen for EBNA-1 inhibitors: inhibitors of Epstein-Barr virus ZTA. 320,000 tested, 0.15% active. P03206. inhibition, % at 11 µM. ZTA-DNA binding, fluorescence polarization. AID 2234; in the data active = inhibition above about 33%
# Target sequence (P03206 whole entry, looked up): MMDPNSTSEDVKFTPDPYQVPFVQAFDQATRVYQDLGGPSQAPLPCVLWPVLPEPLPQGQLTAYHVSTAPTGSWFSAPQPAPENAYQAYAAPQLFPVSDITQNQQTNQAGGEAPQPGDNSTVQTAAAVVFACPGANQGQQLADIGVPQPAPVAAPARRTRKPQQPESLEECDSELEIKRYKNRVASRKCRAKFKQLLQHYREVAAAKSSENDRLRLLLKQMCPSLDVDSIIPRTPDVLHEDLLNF
# PREPL inh = PREPL enzyme inhibitors, primary screen, biochemical, fluorescence polarization; Prolyl endopeptidase-like (Homo sapiens), Q4J6C6; recombinant PREPL, fluorescence polarization activity-based probe; inhibition, % at 5.96 µM; 320,000 tested, 0.68% active; in the data active = inhibition above about 43%;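 note: 0% = enzyme with DMSO and 100% = wells lacking enzyme; many of its hits are not listed in these tables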
# Target sequence (Q4J6C6 whole entry, looked up): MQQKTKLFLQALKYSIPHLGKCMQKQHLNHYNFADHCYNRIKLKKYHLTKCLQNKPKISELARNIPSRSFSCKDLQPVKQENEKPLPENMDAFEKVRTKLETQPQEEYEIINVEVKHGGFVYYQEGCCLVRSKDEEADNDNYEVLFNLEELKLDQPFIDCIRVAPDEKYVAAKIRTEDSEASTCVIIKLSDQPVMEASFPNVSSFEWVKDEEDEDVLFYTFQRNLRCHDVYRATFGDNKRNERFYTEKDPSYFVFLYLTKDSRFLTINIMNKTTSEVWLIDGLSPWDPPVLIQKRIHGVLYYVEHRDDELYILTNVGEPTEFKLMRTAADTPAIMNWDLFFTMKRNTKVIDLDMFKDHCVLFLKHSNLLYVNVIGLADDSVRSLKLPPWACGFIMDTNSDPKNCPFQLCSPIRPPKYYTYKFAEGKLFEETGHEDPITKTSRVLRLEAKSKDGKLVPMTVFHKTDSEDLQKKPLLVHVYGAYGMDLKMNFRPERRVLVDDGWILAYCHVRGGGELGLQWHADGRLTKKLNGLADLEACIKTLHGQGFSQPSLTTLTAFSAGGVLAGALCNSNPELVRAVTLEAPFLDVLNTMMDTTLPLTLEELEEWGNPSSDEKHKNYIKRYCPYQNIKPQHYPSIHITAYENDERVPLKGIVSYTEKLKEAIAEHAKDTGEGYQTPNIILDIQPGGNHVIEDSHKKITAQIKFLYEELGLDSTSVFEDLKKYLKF
# PAFAH1B3 FP inh = PAFAH1B3 enzyme inhibitors, primary screen, biochemical, fluorescence polarization, human. recombinant PAFAH1B3, FP-rhodamine probe. 340,000 tested, 0.28% active. Platelet-activating factor acetylhydrolase IB subunit alpha1 (Homo sapiens), Q15102. inhibition, % at 3.39 µM;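 active = inhibition above the screen-wide average of all tested compounds plus 3 SD, cut at about 25% in these data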;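 note: 0% = enzyme with DMSO only and 100% = wells lacking PAFAH1B3 protein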
# LYPLA2 inh = LYPLA2 inhibitors, primary screen, counter-screen for PME1 inhibitor project, biochemical, fluorescence polarization, FP-Rh probe ABPP; 320,000 tested, 0.38% active; Acyl-protein thioesterase 2 (Homo sapiens), O95372; inhibition, % at 5.9 µM; AID 2177, 2009; recombinant LYPLA2;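 active = inhibition above the screen-wide mean plus 3 SD, limit set per campaign, cut at about 26% in these data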;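 note: 0% = LYPLA2 with DMSO and 100% = wells lacking LYPLA2 enzyme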
# PAFAH2 FP inh = PAFAH2 enzyme inhibitors, primary screen, biochemical, fluorescence polarization, human. Platelet-activating factor acetylhydrolase 2, cytoplasmic (Homo sapiens), Q99487. recombinant PAFAH2, FP-rhodamine activity probe. inhibition, % at 3.39 µM. 340,000 tested, 0.99% active;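 active = inhibition above the mean over all tested compounds plus 3 SD, cut at about 30% in these data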;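 note: inhibitors block probe labeling of enzyme so polarization drops; 0% = enzyme with DMSO and 100% = wells lacking PAFAH2 protein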
# PAD4 FP inh = human PAD4 inhibitors, primary screen, biochemical, fluorescence polarization, 1536-well format; Protein-arginine deiminase type-4 (Homo sapiens), Q9UM07; recombinant PAD4, RCA probe fluorescence polarization; inhibition, % at 6.36 µM; 330,000 tested, 0.41% active; AID 485272, 2010;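 active = percent inhibition above a cutoff equal to the mean of all tested compounds plus 3 SD, cut at about 15% in these data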;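 note: 0% = PAD4 with RCA probe and DMSO and 100% = probe without PAD4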
# Numbers without * were called inactive; . = not tested or not shown. The list is partial, so the mix of outcomes need not match the whole.
SMILES,EBNA-1 inh,GSTO1 inh,LYPLA1 counter,ZTA DNA inh,PREPL inh,PAFAH1B3 FP inh,LYPLA2 inh,PAFAH2 FP inh,PAD4 FP inh
CC1=CC(C)(C)n2c(O)c(C3=NC(=S)NC3=O)c3cc(OC(=O)c4cccc5ccccc45)cc1c32,5,2,-1,19,8,6,-2,-2,-6
CC1CCCN(C(=O)CSc2nc3ccccc3o2)C1 (stereo not drawn),9,-3,-3,5,-5,7,-4,0,-2
CC1CCN(S(=O)(=O)c2cccc(C(=O)NC3CCCC3)c2)CC1,-2,-1,-2,5,-1,4,2,11,-2
COc1ccc(C(=O)OC2CCN(C)CC2)cc1,3,8,3,-9,0,8,3,-8,-4
O=C(CCC(=O)c1ccc(F)cc1)OCc1nnc(-c2ccc([N+](=O)[O-])cc2)o1,.,.,-3,1,17,-6,7,1,4
CSCC(C)N1CCC(n2nccc2NC(=O)c2ccccc2C)CC1 (stereo not drawn),-25,4,-1,-1,2,-5,3,1,-3
CN(C)S(=O)(=O)c1cccc(NC(=O)COC(=O)c2ccc(Br)o2)c1,10,1,-3,12,4,5,2,18,-4
CCC1(C)CC(CCN(Cc2ccco2)C(C)=O)(c2ccccc2)CCO1 (stereo not drawn),11,1,-1,17,17,-2,-3,12,-2
CCC[n+]1cn(/C(C(=S)Nc2cccc(Cl)c2C)=C(/[O-])c2ccc(OC)c(OC)c2)c2ccccc21,-4,17,1,1,24,11,2,-2,5
O=C(NC1CCCCC1)C(c1ccncc1)N(Cc1ccc2c(c1)OCO2)C(=O)c1cnsn1 (stereo not drawn),-15,17,-3,9,10,0,2,33*,-1
COC(=O)C(=CC(=CN(C)C)C=C(C(=O)OC)C(=O)OC)C(=O)OC,4,5,-2,1,4,10,-4,0,-1
OC(COc1ccc(Br)cc1)CN1CCCC1 (stereo not drawn),3,5,2,2,-14,-2,-1,9,-1
COc1ccc(NC(=O)CCCn2c(=O)c3sccc3n(Cc3ccccc3C)c2=O)cc1,6,0,0,-16,-3,-2,-1,-3,-3
CCOc1ccc2[nH]cc(C(=O)O)c(=O)c2c1,8,6,2,0,4,-7,7,-1,-4
N#CC/C(N)=N/Nc1nc2ccccc2nc1Cc1ccccc1,-10,-20,-10,20,35,21,10,6,-6
Cc1ccc(-c2cc(NC(=O)c3ccccc3[N+](=O)[O-])n[nH]2)cc1,-2,4,-3,-12,4,8,8,-1,0
CCCc1cc(=O)[nH]c(SCC(=O)CSc2nc(CCC)cc(=O)[nH]2)n1,1,2,4,-6,21,5,17,-2,2
Nc1c(N(Cc2ccco2)C(=O)c2cccc(Cl)c2)c(=O)[nH]c(=O)n1Cc1ccccc1,.,.,-6,4,7,-1,-6,-4,-2
C=CCOc1ccc(C(=O)Nc2ncn[nH]2)cc1,1,0,2,-9,-2,8,5,0,2
COc1ccc(S(=O)(=O)N2CCCCCC2)cc1C(=O)N(C)Cc1ccc(F)cc1,17,-4,-2,0,5,1,-5,7,-1
Cc1ccc(NC(=O)COC(=O)CN2C(=O)NC3(CCCC3)C2=O)cc1S(=O)(=O)N(C)C,6,5,0,-2,-7,7,2,5,1
Cc1cccc(CS(=O)(=O)c2nnc([C@H](Cc3ccccc3)NC(=O)OC(C)(C)C)o2)c1,10,-3,-5,20,-2,5,-8,5,-43
COCCNC(=O)CN(C(=O)Cn1nnc2ccccc21)c1ccc(C)c(F)c1,8,9,-3,-14,2,-8,2,-5,4
CC(C)C(OC(=O)CN1C(=O)c2ccccc2C1=O)C(=O)NC1CCCC1 (stereo not drawn),-9,2,1,5,3,11,1,3,2
COc1ccc(Cl)cc1C(=O)CSc1nc(N)cc(N)n1,-4,0,6,8,-2,0,-3,6,0
CSC(=NC#N)N1CCN(c2ccc([N+](=O)[O-])cc2)CC1,-2,3,19*,5,9,-2,14,-1,-3
COC(=O)c1scc(C)c1NC(=O)c1ccc(Cl)cc1,-13,7,0,16,17,-2,4,0,8
Cc1cc(NCCCCO)n2c(nc3ccccc32)c1C#N,-13,2,-1,5,20,1,-4,6,-1
Cc1nc(SCc2cccc(F)c2)[nH]c(=O)c1C#N,6,-8,0,-11,-17,7,4,1,3
C=CCN1C(=O)N/C(=C/c2ccc(C)o2)C1=O,-9,-1,3,-6,8,1,2,4,9

# 6 successive records out of the list so far:
SMILES,EBNA-1 inh,GSTO1 inh,LYPLA1 counter,ZTA DNA inh,PREPL inh,PAFAH1B3 FP inh,LYPLA2 inh,PAFAH2 FP inh,PAD4 FP inh
CCCc1cc(=O)[nH]c(SCC(=O)CSc2nc(CCC)cc(=O)[nH]2)n1,1,2,4,-6,21,5,17,-2,2
Nc1c(N(Cc2ccco2)C(=O)c2cccc(Cl)c2)c(=O)[nH]c(=O)n1Cc1ccccc1,.,.,-6,4,7,-1,-6,-4,-2
C=CCOc1ccc(C(=O)Nc2ncn[nH]2)cc1,1,0,2,-9,-2,8,5,0,2
COc1ccc(S(=O)(=O)N2CCCCCC2)cc1C(=O)N(C)Cc1ccc(F)cc1,17,-4,-2,0,5,1,-5,7,-1
Cc1ccc(NC(=O)COC(=O)CN2C(=O)NC3(CCCC3)C2=O)cc1S(=O)(=O)N(C)C,6,5,0,-2,-7,7,2,5,1
Cc1cccc(CS(=O)(=O)c2nnc([C@H](Cc3ccccc3)NC(=O)OC(C)(C)C)o2)c1,10,-3,-5,20,-2,5,-8,5,-43

# Other results follow.
SMILES,EBNA-1 inh,GSTO1 inh,LYPLA1 counter,ZTA DNA inh,PREPL inh,PAFAH1B3 FP inh,LYPLA2 inh,PAFAH2 FP inh,PAD4 FP inh
Nc1ccc(S(=O)(=O)c2ccc(N)c(N)c2)cc1,-4,6,3,-15,7,11,-3,5,-2
CC(C)CN1C(=O)C(=O)N(CC(=O)N(C)CC(=O)Nc2ccc(Cl)c(C(F)(F)F)c2)C1=O,.,.,-3,-8,23,-3,-1,4,5
COc1ccc(NC2C=CS(=O)(=O)C2)c(OC)c1 (stereo not drawn),6,5,3,11,19,0,1,4,3
COc1cccc(/C=N/Nc2cc(Cl)nc(C)n2)c1O,-2,28,6,-18,19,18,6,1,2
O=C(CN1CCN(S(=O)(=O)c2ccc3ccccc3c2)CC1)NC(=O)NC1CCCCC1,-4,-4,0,1,10,10,-6,-1,2
CC(C)[C@H](NC(=O)c1ccco1)C(=O)N(C)Cc1ccc(C(F)(F)F)cc1,-5,6,3,-8,-23,4,2,-9,1
c1ccc(CCNCCOc2ccccc2)cc1,6,-5,0,-11,-22,9,3,0,2
CCN(Cc1ccccc1)C(=O)c1ccc(C)c(S(=O)(=O)N2CCCCC2)c1,.,.,0,0,16,4,-2,9,0
COc1ccc(NC(=S)N2CCN(c3ncccn3)CC2)c(OC)c1,0,27,-4,-13,14,2,0,6,5
COC(=O)c1cc(S(=O)(=O)N2c3ccccc3CC2C)cn1C (stereo not drawn),3,5,-3,19,-1,8,4,8,0
O=C(CCSCc1ccccc1Cl)N1CCN(c2cccc(Cl)c2)CC1,8,-3,12,-4,-12,4,22,-5,-3
O=C(NNC(=S)NC1CC2C=CC1C2)c1ccncc1 (stereo not drawn),4,0,2,7,-1,12,4,3,1
OCC1(Cc2ccccc2)CCN(Cc2cnc(-c3cccc4ccccc34)nc2)CC1,-7,7,3,-2,6,6,4,0,2
CC(C)N(CCCNC(=O)Cn1ncc2c([nH]c3ccccc32)c1=O)Cc1ccccc1,4,3,-1,-9,5,9,-3,4,2
C=CC[C@H](CC(=O)N[C@H](CO)Cc1ccccc1)C(=O)N[C@H](COC(=O)[C@@H](CC=C)CC(=O)OC(C)(C)C)Cc1c[nH]c2ccccc12,.,.,.,.,21,2,.,8,0

# Pulled one by one from the list above, 6 records:
SMILES,EBNA-1 inh,GSTO1 inh,LYPLA1 counter,ZTA DNA inh,PREPL inh,PAFAH1B3 FP inh,LYPLA2 inh,PAFAH2 FP inh,PAD4 FP inh
CCN(Cc1ccccc1)C(=O)c1ccc(C)c(S(=O)(=O)N2CCCCC2)c1,.,.,0,0,16,4,-2,9,0
O=C(CCSCc1ccccc1Cl)N1CCN(c2cccc(Cl)c2)CC1,8,-3,12,-4,-12,4,22,-5,-3
c1ccc(CCNCCOc2ccccc2)cc1,6,-5,0,-11,-22,9,3,0,2
OCC1(Cc2ccccc2)CCN(Cc2cnc(-c3cccc4ccccc34)nc2)CC1,-7,7,3,-2,6,6,4,0,2
CC(C)N(CCCNC(=O)Cn1ncc2c([nH]c3ccccc32)c1=O)Cc1ccccc1,4,3,-1,-9,5,9,-3,4,2
COc1cccc(/C=N/Nc2cc(Cl)nc(C)n2)c1O,-2,28,6,-18,19,18,6,1,2

# (next part)
SMILES,EBNA-1 inh,GSTO1 inh,LYPLA1 counter,ZTA DNA inh,PREPL inh,PAFAH1B3 FP inh,LYPLA2 inh,PAFAH2 FP inh,PAD4 FP inh
CCN(Cc1ccccc1)S(=O)(=O)c1cc2[nH]c(=O)c(=O)[nH]c2cc1C,2,4,-2,3,-2,10,-1,-2,-4
Nc1ccccc1C(=O)NCCN1CCNC1=O,-14,-2,0,-18,6,6,2,1,-8
COc1cc(Cl)ccc1OCc1cc(C(=O)N[C@H]2CCCCNC2=O)no1,2,6,0,-5,3,12,10,-5,-2
COc1ccc(S(=O)(=O)Nc2ccc(F)cc2)c(C)c1C,9,2,0,10,-6,4,5,2,-3
CCCCCN=Cc1c(C)[nH]n(-c2nc3ccccc3s2)c1=O,8,-3,-2,12,-10,-3,2,-2,-2
COc1cc(NC(=O)Cc2c(C(=O)O)n(C)c3ccccc23)cc(OC)c1OC,3,2,-3,-7,-10,5,4,-4,-4
CCOC(=O)C1(Cc2cccc(Cl)c2)CCCN(C(=O)c2ccc(COC)s2)C1 (stereo not drawn),2,-5,3,-18,13,6,-3,-5,0
Cc1ccccc1NC(=S)N(CCN1CCOCC1)Cc1ccccc1F,5,5,0,-6,11,1,6,1,-1
COC(=O)C(NNc1ccc(F)cc1)(NC(=O)c1ccccc1)C(F)(F)F (stereo not drawn),3,0,-1,8,-13,1,3,0,5
COc1cccc(NC(=O)CN(C)C(=O)CCCc2nc3ccccc3s2)c1,6,0,2,-7,5,1,2,1,2
CCOc1c(Cl)cc(Cl)cc1CNCCNCCO,1,-4,7,19,-29,-5,5,-2,1
CC(=O)c1ccc(OC(=O)CCc2nc3ccccc3s2)cc1,2,11,3,3,1,.,-2,.,6
COC(=O)c1ccc(N2CCN(S(=O)(=O)c3ccc(C)cc3)CC2)c([N+](=O)[O-])c1,1,2,-1,-6,-29,-2,1,6,-2
CC(C)(C)c1ccc(OCC(=O)Nc2ccncc2)cc1,1,-1,2,-13,-5,9,7,-1,2
Cc1[nH]nc(SCC(=O)NC(C)c2ccccc2)c1[N+](=O)[O-] (stereo not drawn),-6,1,0,-15,-6,-2,2,-12,4
